CHRM1 PAM: potentiates human M1 receptor response to acetylcholine. activation, % at 3 µM. CHO-K1 hM1, Fluo-8 calcium fluorescence, ACh EC20; 0% = ACh EC20, 100% = maximal ACh. 360,000 compounds, 0.088% hits. P11229; in the data active = activation above about 19%, passing the limit was not always enough
Target sequence (P11229 whole entry, looked up): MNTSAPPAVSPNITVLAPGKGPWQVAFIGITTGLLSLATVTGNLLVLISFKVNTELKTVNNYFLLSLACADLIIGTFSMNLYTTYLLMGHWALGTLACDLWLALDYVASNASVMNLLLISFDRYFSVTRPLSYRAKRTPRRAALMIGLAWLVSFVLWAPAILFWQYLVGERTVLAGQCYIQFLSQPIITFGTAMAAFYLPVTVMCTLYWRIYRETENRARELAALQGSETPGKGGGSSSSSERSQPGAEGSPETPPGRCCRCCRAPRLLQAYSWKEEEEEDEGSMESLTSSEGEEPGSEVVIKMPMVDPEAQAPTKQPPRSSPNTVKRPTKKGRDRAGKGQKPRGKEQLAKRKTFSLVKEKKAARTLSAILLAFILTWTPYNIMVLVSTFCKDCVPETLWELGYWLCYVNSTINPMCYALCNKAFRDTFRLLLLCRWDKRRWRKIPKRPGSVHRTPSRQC
V1aR counter: activates human V1a receptor in oxytocin agonist counter-screen | CHO-V1R cells, Fluo-8 calcium fluorescence, agonist mode; 0% DMSO, 100% 3 nM vasopressin | 320,000 compounds, 0.25% hits | activation, % at 3 µM;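 active = activation above the mean activation of all tested compounds plus 3 SD, per screening run, cut at about 20% in these data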;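 note: signal is peak over basal fluorescence ratio across a 100 second FLIPR read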
Target sequence (P37288 whole entry, looked up): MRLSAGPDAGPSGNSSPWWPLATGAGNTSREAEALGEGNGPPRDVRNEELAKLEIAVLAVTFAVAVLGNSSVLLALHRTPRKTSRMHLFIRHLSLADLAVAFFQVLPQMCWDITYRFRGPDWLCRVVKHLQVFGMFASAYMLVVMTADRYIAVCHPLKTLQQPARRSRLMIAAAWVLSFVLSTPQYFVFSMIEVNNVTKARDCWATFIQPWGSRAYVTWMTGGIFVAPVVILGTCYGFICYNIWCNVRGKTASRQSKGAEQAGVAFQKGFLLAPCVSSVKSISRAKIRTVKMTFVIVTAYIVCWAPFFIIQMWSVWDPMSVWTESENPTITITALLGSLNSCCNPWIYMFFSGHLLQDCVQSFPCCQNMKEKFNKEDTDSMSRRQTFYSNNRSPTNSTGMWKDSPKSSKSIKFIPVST
CHO parental Ca: counter-screen for OX1R antagonists: effect in parental CHO cells. AID 463079. inhibition, % at 5.6 µM. parental CHO-K1, ATP-induced calcium, Fluo-8 fluorescence. 330,000 compounds, 0.63% hits;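 active = inhibition above that plate's mean sample inhibition plus 3 SD, cut at about 26% in these data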;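 note: 0% = ATP-challenged DMSO wells and 100% = DMSO wells without ATP; some compounds past the cut are filed as inactive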
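material = parental CHO cells | also added = ATP as calcium-mobilizing challenge | dosing = single point at 5.6 µM | detection = intracellular calcium via Fluo-8 no-wash fluorescent dye | read-out = % inhibition | benchmarks = low control ATP plus DMSO, high control DMSO only | repeats = one well per compound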
TAAR1 antag: antagonists of human TAAR1. Q96RJ0. CHO RD-HGA16 TAAR1, Fluo-8 calcium fluorescence, antagonist. inhibition, % at 3 µM. 360,000 compounds, 1.5% hits. AID 624466;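 active = inhibition above a per-plate cutoff, the mean inhibition of test compounds on that plate plus 3 SD, cut at about 49% in these data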;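 note: 0% = DMSO plus EC80 beta-PEA response and 100% = DMSO alone without agonist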
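Test system: CHO RD-HGA16 cells bearing hTAAR1 | Reagent: β-PEA, EC80 | Compound dosing: 3 µM, single point | Schedule: Dye loading 75 min at 37 °C, then 30 min room temperature | Signal: Calcium fluorescence with Fluo-8 | Evaluation: Percent inhibition of PEA-evoked calcium signal, max/basal emission ratio | Control set: DMSO-only wells and EC80 β-PEA-stimulated wells | Repeats: Singlicate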
OXTR potentiator: potentiators of human oxytocin receptor; P30559; CHO-OTR cells, Fluo-8 calcium fluorescence, potentiator mode; 0% = oxytocin EC15, 100% = EC100; activation, % at 3 µM; 320,000 compounds, 0.061% hits; AID 2445;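 active = activation above that plate's cutoff, the mean activation of tested compounds plus 3 SD, cut at about 6.6% in these data, passing the limit was not always enough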;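 note: 100% uses oxytocin at 75 nM as the full agonist control; some results filed as inactive read as strong as hits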
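Assay system: CHO-OTR cells, human receptor / Also added: oxytocin at about EC15, sub-maximal agonist stimulus / Dosing: single dose, 3.0 µM nominal final compound concentration / Incubation: 6 min pre-incubation, 100 s read / Technique: Fluo-8 calcium dye fluorescence / Read-out: % activation vs EC15 and EC100 oxytocin / Benchmarks: EC15 oxytocin low, 75 nM oxytocin high / Replicates: singlicate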
TAAR1 ag: human TAAR1 agonism; Q96RJ0; CHO RD-HGA16 TAAR1, Fluo-8 calcium fluorescence; vehicle wells 0%, saturating PEA agonist 100%; activation, % at 3 µM; 360,000 compounds, 0.99% hits;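 active = activation above the mean activation of all test compounds in the run plus 3 SD, cut at about 38% in these data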
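Signal – calcium-sensitive Fluo-8 signal, excitation 470-495, emission 515-575 nm · System – RD-HGA16 (CHO) cells co-expressing Gα16 and hTAAR1 · Incubation – 17-24 h seeding, 75 min 37 °C dye, 30 min RT · Compound dosing – 3 µM single concentration · Repeats – no replicates (n 1)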
CHRM1 antagonist: antagonists of human M1 muscarinic receptor; P11229; inhibition, % at 3 µM; AID 588852; CHO-K1 hM1, Fluo-8 calcium fluorescence, ACh EC80 antagonist; 360,000 compounds, 1.3% hits;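 active = percent inhibition above its own plate's cutoff, namely the mean of that plate's compound wells plus 3 SD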;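 note: peak over basal fluorescence ratio during 140 s after agonist addition; 0% = ACh EC80 plus DMSO and 100% = DMSO alone without agonist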
OXTR agonist: agonists of human oxytocin receptor. P30559. CHO-OTR cells, Fluo-8 calcium fluorescence; normalized: DMSO 0%, oxytocin 100%. activation, % at 3 µM. 320,000 compounds, 0.32% hits. AID 2435;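 active = activation above the mean of all tested compounds plus 3 SD, cutoff set per screening run, cut at about 20% in these data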;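 note: peak over basal fluorescence ratio from a 100 s FLIPR kinetic read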
M1 ag: agonists of human M1 muscarinic receptor | 360,000 compounds, 0.33% hits | P11229 | AID 588814 | CHO-K1 hM1, Fluo-8 calcium fluorescence, agonist mode; 0% DMSO, 100% acetylcholine EC100 | activation, % at 3 µM;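 active = activation above the run's mean compound activation plus 3 SD, cut at about 16% in these data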;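 note: peak over basal fluorescence ratio within a 140 s kinetic read after compound addition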
* hit, by the source's call; nt = no result given.

Structure	CHRM1 PAM	V1aR counter	CHO parental Ca	TAAR1 antag	OXTR potentiator	TAAR1 ag	CHRM1 antagonist	OXTR agonist	M1 ag
O=C(COc1ccc(Cl)cc1)NNC(=S)NCc1ccccc1	3	1.7	23	2	-4	0	-5	0.8	-2
COc1ccc(N=NC2=C(O)CC(C)(C)CC2=O)cc1	7	2.0	-4	2	-4	2	-13	0.3	-1
CC1(c2ccc(OC(F)F)cc2)NC(=O)N(CC(=O)N2c3ccccc3NC(=O)C2(C)C)C1=O (stereo not drawn)	7	4.3	-5	14	-5	9	-8	5.3	7
CCCN(CC(=O)Nc1ccccc1C)C(=O)c1cccc(S(=O)(=O)N2CCN(c3ccccc3)CC2)c1	11	-1.4	-13	17	-16	0	-17	-1.7	-3
O=c1cc(N2CCc3ccccc3C2)[nH]c(=O)n1Cc1ccc(F)cc1	2	0.6	-17	-4	-3	25	-3	0.5	-8
CC(C)CC(=O)OCc1cn(-c2ccccc2)nn1	9	-0.4	-6	-1	-3	8	-6	-0.6	-6
O=C(COC(=O)CNS(=O)(=O)/C=C/c1ccccc1)Nc1cccc2ccccc12	0	0.9	2	-12	-10	5	-7	1.5	-6
COc1ccc(C2C(C(=O)c3ccco3)=C(O)C(=O)N2CC2CCCO2)cc1 (stereo not drawn)	3	0.2	-2	-2	2	0	-6	0.9	-4
NNC(=O)CCCCCCCCCCOCCCCO	-6	3.9	-18	-17	-19	3	11	4.7	0
CCOC(=O)c1nnsc1NC(=O)Nc1ccc(OC)cc1	7	-1.4	3	9	-4	3	-9	-1.8	-2
COc1cc(C)nc(N2CCCC(C(=O)Nc3cccc(Cl)c3C)C2)n1 (stereo not drawn)	4	0.2	-7	-9	-8	1	1	-0.4	-5
COc1ccc(NC(=O)CN(c2cc(C)cc(C)c2)S(=O)(=O)c2c(C)noc2C)cc1OC	4	-0.6	-22	-10	-3	0	-6	-1.7	-5
CC(=O)Nc1c([N+](=O)[O-])cc(C)c(Cl)c1[N+](=O)[O-]	11	0.4	-3	-13	5	9	-8	0.0	-5
O=C1C2C(C(=O)N1CCc1ccccc1)C1C=CC2C12CC2 (stereo not drawn)	-5	-0.2	-8	1	5	0	-1	-1.0	-12
CCN(C(=O)COC(=O)CCC(=O)c1ccc(C)cc1)c1c(N)n(Cc2ccccc2)c(=O)[nH]c1=O	3	nt	nt	-4	nt	5	0	nt	-5
CC(NC(=S)Nc1ccccc1Cl)C(c1ccccc1)N1CCOCC1 (stereo not drawn)	0	-0.1	-19	9	-8	-2	-1	-1.2	-8
COc1ccc(NC(=O)CSc2nc(C)cc(C)n2)cc1	-3	-0.6	9	5	-21	6	17	-0.3	-1
COc1nc(-c2ccc(Cl)cc2)ccc1-c1noc(-c2ccco2)n1	8	1.1	-6	-5	-11	14	-9	0.6	-3
CCc1cccc(NC(=O)CCCn2nc(C)c3c(C)n(-c4ccccc4)nc3c2=O)c1	3	-0.2	-29	-31	-1	0	-5	-2.1	-6
On1onc2c3cc(-c4ccccc4)nc3ccc21	0	1.5	-13	17	-10	12	-2	2.5	-4
O=C(Nc1cccc(-c2nc3ccccc3s2)c1)c1ccc2c(c1)OCO2	0	-0.2	-19	26	-6	10	-15	0.7	-3
CC(C)(O)C#Cc1ccc(C(=O)NCc2cccs2)s1	3	1.3	-11	12	-9	14	-15	1.3	-1
CCN=C(NCC)SC1CC(=O)N(c2ccc(OC)cc2)C1=O (stereo not drawn)	-1	3.3	-5	65*	-11	23	-10	5.2	1
CCCCN1C(=O)/C(=C/C=C2/CC(C)(C)CN2C)SC1=S	-18	66*	47*	17	-20	26	36*	52*	31*
COc1cc(C#N)ccc1OC(=O)c1cccc(S(=O)(=O)N2CCN(C)CC2)c1	14	3.3	-8	-11	-9	2	-10	1.9	4
O=C(Cn1ncc2ccccc21)N1CCN(c2cccc(C(F)(F)F)c2)CC1	3	3.7	-13	9	-9	44*	-6	4.3	0
CCC(=O)c1ccc(OCC(O)CN2CCN(c3cccc(C(F)(F)F)c3)CC2)cc1 (stereo not drawn)	-9	6.6	-10	20	-16	16	5	7.4	-4
O=C(COC(=O)C1CCC1)Nc1ccccc1Sc1ccccc1	6	-0.6	-4	-3	-5	1	-8	-2.2	-9
CC(C)C(=O)Nc1nc(-c2ccc([N+](=O)[O-])cc2)cs1	1	2.8	-9	16	-21	9	0	-0.8	-4
COC(=O)Cc1ccc(NC(=S)NNC(=O)c2ccccc2Br)cc1	3	0.3	-5	-19	-3	9	3	-1.1	-4
OCCOCCN1CCN(C(=S)Nc2ccccc2)CC1	1	-0.2	-1	-9	-6	5	12	1.1	-2
Cc1ccc(Nc2nc(N)nc(CSc3nnc(-c4ccncc4)o3)n2)cc1	-3	-0.1	-8	11	-5	2	-9	-1.2	-2
Cc1cc(C)nc(-n2ncc3c2CC(c2ccccc2C)CC3=O)n1 (stereo not drawn)	2	0.8	-9	-23	3	2	-1	-0.1	-5
CN(CC(=O)Nc1nc2ccccc2s1)S(=O)(=O)c1ccc(Cl)cc1	5	6.7	8	17	-5	6	5	6.9	-3
CCn1c(CNC(=O)COc2ccc(C(C)C)cc2)nnc1SCC(=O)Nc1cc(F)ccc1C	-5	1.1	-37	-32	-6	15	13	1.1	0
Cc1ccc(OCC(=O)Oc2ccc(C)c(C)c2)cc1	-3	0.6	1	-3	-3	0	2	-1.6	-1
O=S(=O)(NCc1ccc2c(c1)OCO2)c1cccc2nsnc12	7	0.2	-5	12	-5	0	-10	2.6	-6
Clc1cc(Cl)cc(Nc2ncnc(-n3cccc3)n2)c1	2	-2.2	-26	-10	-11	-2	1	-1.9	-1
O=C(c1cc(-c2ccc(Cl)c(Cl)c2)on1)N1CCCCCC1	4	-0.7	-1	-11	-26	4	-1	-0.6	-2
CCOC(=O)c1cc(-c2nnc(-c3ccc(Oc4ccccc4)cc3)o2)c(C)nc1C	0	0.4	2	-23	-3	0	-3	0.1	-1
COc1ccc(/C(O)=C2/C(=O)C(=O)N(CCCC(=O)O)C2c2ccc(OC)c(OC)c2)cc1 (stereo not drawn)	6	0.7	7	-5	-5	1	-3	0.1	-5
Cc1cc(C)nc(N(C#N)S(=O)(=O)c2ccccc2)n1	-3	0.6	-7	3	-6	2	-12	-0.6	-1
CCC(C)[C@H](NC(=O)NCc1cccc(OC)c1)C(=O)OC (stereo partly drawn)	9	-1.1	-12	-18	-20	5	-3	-0.9	-1
O=C(CC1CCCCC1)NCc1ccccc1Cl	4	-1.1	-14	-3	0	-2	-14	-2.5	-6
COCCn1c(SCC(=O)Nc2ccc(F)cc2F)nc2c([nH]c3ccccc32)c1=O	12	-0.2	-13	-10	-7	-1	-9	-1.0	-3
Cc1oc(-c2ccc(Cl)cc2)nc1CS(=O)CC(=O)NCCN1CCCC1 (stereo not drawn)	0	-1.1	-14	1	-3	2	-2	-0.5	-11
CCO[C@@H]1OC(C(=O)NCc2nc3ccccc3[nH]2)=C[C@H](C2CC2)[C@H]1CCCO	-6	0.2	-15	9	2	7	13	0.1	-3
COCCNC(=O)Cn1cc(S(=O)(=O)N2CCN(c3ccccc3F)CC2)c2ccccc2c1=O	-7	2.2	-20	-1	1	1	2	-0.3	-4
CCCOc1cccc(C(=O)Nc2nnn(CCC)n2)c1	6	-1.0	-20	3	-16	0	-9	-1.6	-5
COc1ccc(NC(=O)CN2CCN(S(=O)(=O)c3ccc(Br)cc3)CC2)c(OC)c1	0	0.1	-40	-20	-1	3	2	0.5	4
O=C(CN1C(=O)C2CC=CCC2C1=O)Nc1ccc(F)cc1F (stereo not drawn)	13	0.7	2	18	3	-1	-8	0.6	1
CC1CCCN(C(=O)CCS(=O)(=O)Cc2ccccc2)C1 (stereo not drawn)	11	0.3	-13	-2	-2	17	-8	0.4	-2
CSc1ccc(CN2CCC2(C)C(=O)NCc2cccs2)cc1 (stereo not drawn)	-8	nt	nt	-11	nt	-1	-1	nt	-8
Cc1ccc(S(=O)(=O)Nc2ccccc2F)cc1C(=O)NCc1ccco1	-3	0.2	-11	-9	-1	15	13	-0.1	-4
COC(=O)Nc1csc2c1NC(=O)CCCC2	-2	1.7	-5	-23	-6	14	9	0.4	-4
CN(C)c1ccc(N2C(=O)CC(c3ccccc3)CC2=O)cc1	6	0.9	-22	-10	-1	3	-23	0.2	-1
O=C(NCCN1CCOCC1)c1ccccc1Cl	9	nt	nt	-8	nt	1	-13	nt	-2
O=S(=O)(NCc1ccccc1Br)c1cccs1	4	-0.7	-10	14	-4	7	-7	-1.3	-1
COc1cccc(CNCCSc2nnnn2C)c1OC	8	0.6	-4	3	1	7	-16	-0.2	-7
CCCCN=C(Nc1ccc(Cl)cc1)c1cccnc1	-2	-0.5	-16	-6	2	7	5	0.0	-5

Three of the entries above in order of their number in TAAR1 antag, lowest first.
Molecule | CHRM1 PAM | TAAR1 antag | OXTR potentiator | CHRM1 antagonist | M1 ag
Cc1oc(-c2ccc(Cl)cc2)nc1CS(=O)CC(=O)NCCN1CCCC1 (stereo not drawn) | 0 | 1 | -3 | -2 | -11
CCCOc1cccc(C(=O)Nc2nnn(CCC)n2)c1 | 6 | 3 | -16 | -9 | -5
O=C(CN1C(=O)C2CC=CCC2C1=O)Nc1ccc(F)cc1F (stereo not drawn) | 13 | 18 | 3 | -8 | 1

Later entries.
Structure	CHRM1 PAM	V1aR counter	CHO parental Ca	TAAR1 antag	OXTR potentiator	TAAR1 ag	CHRM1 antagonist	OXTR agonist	M1 ag
Cc1ccc(Cl)c(N/C=C/C(=O)c2ccccc2)c1	5	-0.3	-22	-28	-14	2	-10	-1.4	-5
Cc1c(NC(=O)CSc2nnnn2-c2ccc(O)cc2)c(=O)n(-c2ccccc2)n1C	-2	-0.3	-3	8	1	4	1	0.2	-4
O=C(NC1c2ccccc2Oc2ccccc21)c1ccc([N+](=O)[O-])cc1	15	nt	nt	-30	nt	-1	-13	nt	1
O=C(Nc1cccnc1)C1CCN(S(=O)(=O)c2ccc(Cl)cc2)CC1	2	0.2	0	-9	-10	4	0	0.0	-2
